RTF Ca sens inh: cardiac RTF calcium desensitization. inhibition, % at 7.15 µM. P19429+P45379. actives 0.12% (n = 340,000). AID 493244. IANBD-labeled cardiac RTF, Ca2+ fluorescence;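 active = inhibition above the mean inhibition of all tested compounds plus 3 SD, cut at about 17% in these data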;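 note: assay run at fixed EC70 calcium of 1.6 mM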
Rtt109 HAT inh: blocks Candida albicans Rtt109/Vps75 acetyltransferase activity; Q5AAJ8; purified Rtt109/Vps75, ThioGlo CoA-SH fluorescence, 4 h; inhibition, % at 34.9 µM; actives 0.16% (n = 330,000);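 active = inhibition of at least 50% in every replicate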
Target sequence (Q5AAJ8 whole entry, looked up): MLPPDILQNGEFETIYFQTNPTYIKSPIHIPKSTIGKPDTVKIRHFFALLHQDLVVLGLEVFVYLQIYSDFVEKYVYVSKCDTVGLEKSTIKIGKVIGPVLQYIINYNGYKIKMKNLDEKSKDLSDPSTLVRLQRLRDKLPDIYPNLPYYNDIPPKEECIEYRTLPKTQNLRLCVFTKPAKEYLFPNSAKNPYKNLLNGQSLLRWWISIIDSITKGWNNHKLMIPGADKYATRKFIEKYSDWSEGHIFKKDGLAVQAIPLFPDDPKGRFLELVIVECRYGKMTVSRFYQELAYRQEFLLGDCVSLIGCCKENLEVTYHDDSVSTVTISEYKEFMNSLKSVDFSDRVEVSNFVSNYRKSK
PfHsp90 yeast 2: inhibits growth of yeast expressing Plasmodium falciparum Hsp90; S. cerevisiae expressing PfHsp90, BacTiter-Glo ATP, 48 h; yeast lacking PDR1 and PDR3 efflux regulators; inhibition, % at 9.4 µM; actives 0.32% (n = 310,000); AID 504621;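 active = every replicate shows inhibition above about 80%, whatever the replicate mean, limit read from the data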;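 note: 0% = DMSO neutral controls and 100% = 20 µM radicicol positive controls; yeast relying on Plasmodium falciparum Hsp90 in place of its own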
cardiac RTF act: increases calcium sensitivity of human cardiac regulated thin filaments. actives 0.24% (n = 340,000). activation, % at 7.2 µM. IANBD-labeled TnC RTF fluorescence at EC20 calcium; 0% EC20 calcium, 100% full calcium. P19429+P45379;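 active = activation above the mean over all tested compounds plus 3 SD, cut at about 30% in these data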;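 note: rise in fluorescence read as greater calcium sensitivity of cardiac thin filaments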
Mot1-301 SUMO: inhibitors of SUMOylation pathway: yeast Mot1-301 growth rescue; growth rescue, % at 18.8 µM; S. cerevisiae Mot1-301 growth rescue, ATP luminescence, 38.5C; percent above DMSO median, 100 means doubled; actives 1% (n = 320,000);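 active = every valid replicate shows activation above 250% relative to neutral control wells; inactive = the rest, any valid replicate at or below 250%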;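 note: OY570 slx delta 5 strain wells were the positive control but not used for scaling; some compounds called inactive have numbers as strong as hits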
CDK5 inh: inhibitors of human CDK5/p35 kinase | Recombinant CDK5/p35, ADP-Glo luminescence, 60 min | Q00535+Q15078 | actives 0.01% (n = 330,000) | AID 488839 | inhibition, % at 10 µM;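 active = highest replicate inhibition of at least 50% and at least 75% of replicates reaching 50%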;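 note: plate controls were DMSO neutral control for no effect and GW8510 at 10 µM for full effect; many of its hits are not listed in these tables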
NSD2 inh: NSD2 (human) methyltransferase inhibition | O96028 | NSD2 peptide methylation, AlphaScreen, 120 min | inhibition, % at 12.5 µM | actives 0.54% (n = 310,000); in the data active = inhibition above about 50%
Keap1-Nrf2 PPI: Keap1-Nrf2 (human) interaction inhibition. AID 504523. actives 0.15% (n = 340,000). inhibition, % at 9.4 µM. Keap1 Kelch-Nrf2 peptide fluorescence polarization, 1536-well; in the data active = inhibition above about 12%;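 note: human Keap1 Kelch domain with fluorescein labeled Nrf2 9mer peptide probe; 0% = neutral control wells and 100% = peptide positive control; higher means more block of Keap1 binding to Nrf2 peptide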
PvdQ acylase: blocks Pseudomonas aeruginosa PvdQ acylase activity; purified PvdQ acylase, fluorescence plate reader; inhibition, % at 10 µM; actives 0.063% (n = 340,000); AID 488965; in the data active = inhibition above about 30%, passing the limit was not always enough;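 note: 0% = vehicle neutral wells and 100% = reference inhibitor wells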
LANA DNA inh: KSHV C-LANA DNA binding inhibition | AID 504423 | actives 0.078% (n = 340,000) | MBP-C-LANA/FAM-LBS DNA binding, fluorescence polarization | inhibition, % at 9 µM;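 active = highest replicate inhibition at or above 60% at 9 µM, even if other replicates fall short; inactive = all replicates below 60% inhibition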;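 note: 0% = neutral control wells and 100% = 4 µM acridine orange control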
dFosB act: activators of mouse delta FosB homodimer | activation, % at 25 µM | P13346 | actives 0.99% (n = 340,000) | purified delta FosB, TAMRA-CDK5 oligo fluorescence polarization; percent of positive-control signal above neutral wells | AID 493131;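 active = mean activation above about 17%, with every replicate also reaching it, limit read from the data, passing the limit was not always enough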;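 note: fluorescence polarization rise as delta FosB binds a TAMRA Cdk5 AP-1 oligo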
Target sequence (P13346 whole entry, looked up): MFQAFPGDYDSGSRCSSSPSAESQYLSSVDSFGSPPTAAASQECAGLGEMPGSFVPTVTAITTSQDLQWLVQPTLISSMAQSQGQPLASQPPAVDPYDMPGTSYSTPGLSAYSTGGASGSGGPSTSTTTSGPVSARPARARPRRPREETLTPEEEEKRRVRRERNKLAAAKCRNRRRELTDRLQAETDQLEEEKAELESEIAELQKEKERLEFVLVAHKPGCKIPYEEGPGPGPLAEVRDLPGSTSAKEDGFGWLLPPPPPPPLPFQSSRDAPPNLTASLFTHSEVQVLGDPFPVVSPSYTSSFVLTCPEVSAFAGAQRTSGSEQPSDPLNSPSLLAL
Active calls of the source: *; x = not tested or not shown.

(1) CCOc1cc(C(=O)Nc2ccc(S(=O)(=O)N3CCOCC3)cc2)cc(OCC)c1OCC
(2) CCC(CC)NC(=O)c1oc2ccccc2c1COc1ccccc1
(3) C[C@H](NC(=O)c1ccccc1)C(=O)N1CCC2(CC1)NCCc1[nH]cnc12
(4) CCOC(=O)CNc1nc(Oc2ccc(=O)n(C)n2)nc(N(CC)CC)n1
(5) O=C(CSc1cn(CC(=O)N2CCCCCC2)c2ccccc12)NCC1CCCO1 (configuration not stated)
(6) CCC(C)NC(=O)Cn1cc(S(=O)(=O)N2CCCC2)c(S(=O)(=O)N2CCCC2)c1 (configuration not stated)
(7) O=C(Nc1cccc([N+](=O)[O-])c1)N1CCCc2ccccc21
(8) O=C(NCC1CCCN1S(=O)(=O)c1cccs1)C(=O)Nc1ccccc1Cl (configuration not stated)

entry no.,1,2,3,4,5,6,7,8
RTF Ca sens inh,6,16,-9,9,-1,-5,-1,-1
Rtt109 HAT inh,6,8,-1,-1,-3,-10,0,4
PfHsp90 yeast 2,8,19,10,9,8,-8,-21,x
cardiac RTF act,1,10,5,9,3,0,3,1
Mot1-301 SUMO,-13,518*,118,-3,-14,1,-10,-3
CDK5 inh,0.3,-0.8,0.9,-1.3,0.5,-1.1,0.5,-0.1
NSD2 inh,-1,-2,-10,-3,0,x,2,-1
Keap1-Nrf2 PPI,0,7,1,-1,-1,-2,2,-8
PvdQ acylase,-5,3,-6,0,-1,-32,0,-9
LANA DNA inh,-0.4,-2.0,-2.0,3.2,0.4,-0.1,-1.1,0.5
dFosB act,3,-3,1,2,-2,5,-1,0

(9) COc1ccc(Cc2nnc(SCC(=O)c3c(N)n(C4CC4)c(=O)[nH]c3=O)o2)cc1
(10) CCOC(=O)c1oc2cc(O)ccc2c(=O)c1-c1csc(C)n1
(11) NC(=O)c1cccc(-c2cccc(OC(=O)NC3CCCCC3)c2)c1
(12) O=[N+]([O-])c1cc(C(F)(F)F)cc([N+](=O)[O-])c1NCCCN1CCOCC1
(13) COc1ccc2c(c1OC)C(=O)N1N=C(c3ccc(F)cc3)CC21 (configuration not stated)
(14) Cc1onc(-c2c(F)cccc2Cl)c1C(=O)N1CCOC12CCCCC2
(15) CCOc1ccc(CCN2C(=O)C(=O)N([C@@H](CC(C)C)CN3CCC[C@@H]3CN3C(=O)C(=O)NC[C@@H]3Cc3ccccc3)C[C@@H]2Cc2ccc(O)cc2)cc1
(16) O=C(CSc1nnc(CNC(=O)c2ccccc2F)o1)Nc1ccc2c(c1)OCO2

entry no.,9,10,11,12,13,14,15,16
RTF Ca sens inh,-3,-12,-3,1,-19,-4,-9,2
Rtt109 HAT inh,2,11,4,-4,1,0,-13,-4
PfHsp90 yeast 2,-2,-12,-5,8,x,15,19,x
cardiac RTF act,1,-9,-3,-5,1,-1,0,-8
Mot1-301 SUMO,0,-7,14,157,3,30,x,-5
CDK5 inh,-0.4,-0.7,0.1,2.4,-2.6,1.1,0.5,-0.7
NSD2 inh,0,-6,-3,2,2,-2,x,-1
Keap1-Nrf2 PPI,-4,0,-2,-6,2,0,0,0
PvdQ acylase,-8,18,-10,-4,-3,-11,-6,-2
LANA DNA inh,-1.4,1.0,-2.3,0.9,-1.3,0.0,-0.9,-1.0
dFosB act,3,-1,-8,1,-2,-2,-21,-2

Overlap with the part before: two compounds; new compounds follow.
(15) CCOc1ccc(CCN2C(=O)C(=O)N([C@@H](CC(C)C)CN3CCC[C@@H]3CN3C(=O)C(=O)NC[C@@H]3Cc3ccccc3)C[C@@H]2Cc2ccc(O)cc2)cc1
(16) O=C(CSc1nnc(CNC(=O)c2ccccc2F)o1)Nc1ccc2c(c1)OCO2
(17) O=C(O)C1CCCN(S(=O)(=O)c2ccc(F)cc2)C1 (configuration not stated)
(18) CCS(=O)(=O)c1ccc(S(=O)(=O)CC)s1
(19) COc1ccc(N2C(=O)CC(NCc3ccncc3)C2=O)cc1 (configuration not stated)
(20) COC(=O)CN(c1ccc2c(c1)OCO2)S(=O)(=O)c1c(C)[nH]c(=O)[nH]c1=O
(21) COc1cccc(-c2nn3c(-c4ccco4)nnc3s2)c1
(22) CCOC(=O)c1c(NC(=O)C(C)Sc2cccc[n+]2[O-])sc2c1CCN(Cc1ccccc1)C2 (configuration not stated)
(23) CCCCN1CC(COCc2ccccc2)Oc2cccc(Oc3ccc(C(C)C)cc3)c2S1(=O)=O (configuration not stated)
(24) Cn1ncc(Br)c1C(=O)N/N=C/c1cccc(OC2CSC2)c1

entry no.,15,16,17,18,19,20,21,22,23,24
RTF Ca sens inh,-9,2,-5,-7,2,-5,-1,-10,3,-2
Rtt109 HAT inh,-13,-4,10,-4,x,-9,-1,6,-1,0
PfHsp90 yeast 2,19,x,-4,x,7,1,-23,-6,3,-24
cardiac RTF act,0,-8,3,5,-4,11,-4,15,-4,-2
Mot1-301 SUMO,x,-5,6,13,-9,2,14,-5,x,-7
CDK5 inh,0.5,-0.7,-0.9,-2.6,-0.2,1.0,-2.5,0.0,0.6,-0.6
NSD2 inh,x,-1,-2,x,1,-1,90*,5,x,5
Keap1-Nrf2 PPI,0,0,0,-8,-3,0,0,-7,1,1
PvdQ acylase,-6,-2,1,9,2,-3,1,-9,4,1
LANA DNA inh,-0.9,-1.0,-1.8,-0.8,-0.3,-1.9,-1.7,-2.2,-1.1,-0.3
dFosB act,-21,-2,10,-6,-1,-4,-27,-7,-6,-7

(25) CCN(CC)c1nc(C(F)(F)F)nc2c1nnn2Cc1ccccc1
(26) Cc1ccc(C2C(=O)N(C3CCCC3)CC(=O)N2CC2COc3ccccc3O2)cc1 (configuration not stated)
(27) CC(=O)N1CCCc2cc(S(=O)(=O)N3CCCC(C(=O)Nc4ccccc4C)C3)ccc21 (configuration not stated)
(28) COc1cc(CCCN2CCNC[C@@H]2Cc2ccc(O)cc2)cc(OC)c1OC
(29) COc1ccccc1C(=O)NCCCNC(=O)c1cnccn1
(30) COc1ccc(C)cc1NC(=O)CN1C(=O)COc2ccc(S(=O)(=O)N3CCC(C)CC3)cc21
(31) CN1CCN(S(=O)(=O)c2ccc(N)cc2)CC1
(32) Cc1cccc(OCc2nnc(SCC(=O)c3ccccc3)o2)c1

entry no.,25,26,27,28,29,30,31,32
RTF Ca sens inh,-3,-4,-7,-3,0,6,-2,7
Rtt109 HAT inh,1,-1,5,7,3,-7,-1,6
PfHsp90 yeast 2,-1,35,-1,-19,10,17,-2,-48
cardiac RTF act,5,-2,-4,-1,-1,-3,1,0
Mot1-301 SUMO,-7,12,-4,0,311,242,-10,20
CDK5 inh,-1.4,-0.6,-1.2,1.7,2.2,1.1,-0.4,0.5
NSD2 inh,-2,-1,-1,x,9,-1,x,-1
Keap1-Nrf2 PPI,-4,-8,2,-3,-2,-2,0,2
PvdQ acylase,-7,-4,8,3,13,-6,-10,-14
LANA DNA inh,6.6,1.6,0.3,-0.7,-0.5,-1.3,-1.4,-1.3
dFosB act,15,-4,-9,2,0,-13,0,-5

Whole records, looked up by structure.
COc1ccccc1C(=O)NCCCNC(=O)c1cnccn1 across the screens: RTF Ca sens inh: 0; Rtt109 HAT inh: 3; PfHsp90 yeast 2: 10; cardiac RTF act: -1; Mot1-301 SUMO: 311; CDK5 inh: 2.2; NSD2 inh: 9; Keap1-Nrf2 PPI: -2; PvdQ acylase: 13; LANA DNA inh: -0.5; dFosB act: 0
COc1ccc(C)cc1NC(=O)CN1C(=O)COc2ccc(S(=O)(=O)N3CCC(C)CC3)cc21 across the screens: RTF Ca sens inh: 6; Rtt109 HAT inh: -7; PfHsp90 yeast 2: 17; cardiac RTF act: -3; Mot1-301 SUMO: 242; CDK5 inh: 1.1; NSD2 inh: -1; Keap1-Nrf2 PPI: -2; PvdQ acylase: -6; LANA DNA inh: -1.3; dFosB act: -13
COc1cc(CCCN2CCNC[C@@H]2Cc2ccc(O)cc2)cc(OC)c1OC across the screens: RTF Ca sens inh: -3; Rtt109 HAT inh: 7; PfHsp90 yeast 2: -19; cardiac RTF act: -1; Mot1-301 SUMO: 0; CDK5 inh: 1.7; NSD2 inh: x; Keap1-Nrf2 PPI: -3; PvdQ acylase: 3; LANA DNA inh: -0.7; dFosB act: 2

The results go on.
(33) O=S(=O)(NC1CC1)c1ccc(S(=O)(=O)N2CCCc3ccccc32)cc1
(34) CCCC/S(C)=N/S(=O)(=O)c1ccc(C)cc1 (configuration not stated)
(35) CS(=O)(=O)Nc1ccc(C(=O)NC2CC3CCC2C3)cc1 (configuration not stated)
(36) C=CCn1c(SCCN2CCOCC2)nc2c1c(=O)[nH]c(=O)n2C
(37) CC(C)C(=O)Nc1ccc(-c2nc3ncccc3o2)cc1
(38) O=C(Nc1ccccc1F)N(Cc1ccc(F)cc1)Cc1nc2ccccc2c(=O)[nH]1
(39) CC(Sc1nnc2ccccn12)C(=O)Nc1ccc2c(c1)OCCO2 (configuration not stated)
(40) Cc1cccc(-n2ncc(C#N)c2N)c1

entry no.,33,34,35,36,37,38,39,40
RTF Ca sens inh,5,-2,1,4,1,-1,-1,2
Rtt109 HAT inh,7,-10,-3,21,9,-9,3,8
PfHsp90 yeast 2,19,-10,4,9,1,11,-21,-11
cardiac RTF act,1,-1,-11,5,-2,-5,7,-3
Mot1-301 SUMO,2,10,-14,-18,-8,257,-4,-14
CDK5 inh,6.1,0.3,-0.4,0.3,-0.2,-1.2,-1.0,-0.7
NSD2 inh,-1,-1,-2,2,15,8,-2,0
Keap1-Nrf2 PPI,2,-2,2,-7,2,4,-3,-2
PvdQ acylase,2,-2,2,5,-6,-13,-14,6
LANA DNA inh,-0.6,-0.5,-0.6,-1.3,0.5,-0.5,1.0,0.1
dFosB act,-6,3,6,-8,-7,-3,-4,-6

(41) CCCCn1c(N)c(N(C)C(=O)C2CCCC2)c(=O)[nH]c1=O
(42) Cc1ccccc1CN(c1ccc(C(=O)Nc2cccnc2)cc1)S(C)(=O)=O
(43) Cc1c(CN(C)C)c2c(n1Cc1ccccc1)C(=O)c1ccccc1-2
(44) CC(=O)c1ccccc1NC(=O)c1cc(S(=O)(=O)N2CCOCC2)ccc1N1CCCC1
(45) COc1cccc(NC(=O)c2ccc(S(=O)(=O)N3CCCCC3)cc2)c1
(46) Cc1cc(C(=O)OCCO)c(C#N)c(N)n1
(47) O=C(NCc1ccccn1)c1ccccc1OCc1ccc(Cl)cc1Cl
(48) CC(=O)NC1C(=O)N(CC(C)C)c2ccccc21 (configuration not stated)

entry no.,41,42,43,44,45,46,47,48
RTF Ca sens inh,-2,1,-4,1,-3,1,-9,-7
Rtt109 HAT inh,3,6,3,0,2,-483,-1,-2
PfHsp90 yeast 2,-36,-16,-7,-3,-3,-5,11,28
cardiac RTF act,0,3,4,-2,2,3,-4,-1
Mot1-301 SUMO,6,-1,-21,-3,-12,108,30,-9
CDK5 inh,0.9,-1.8,-0.3,-1.6,-2.6,2.0,-2.0,0.1
NSD2 inh,-3,-4,93*,11,x,-6,-1,-4
Keap1-Nrf2 PPI,-4,-3,1,-5,-4,1,1,-3
PvdQ acylase,-17,-12,-14,-4,-8,-22,-21,-17
LANA DNA inh,2.8,0.8,0.1,0.0,-0.5,-1.5,-0.9,0.3
dFosB act,-3,-4,0,-3,-5,0,-5,0
